PglD DTNB – blocks C. jejuni PglD acetyltransferase activity; AID 602405; purified PglD enzyme, DTNB colorimetric CoA detection; 0.098% of 360,000 active; inhibition, % at 12.5 µM; in the data active means inhibition above about 16%, passing the limit was not always enough; inconclusive means no clear call, values can overlap the other calls; further: strong numbers were not always called active
RAD52 anneal inh – blocks human RAD52 DNA annealing; recombinant RAD52 DNA annealing, FRET fluorescence; inhibition, % at 18.7 µM; 0.46% of 360,000 active; AID 651710;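 active means every replicate showing at least 50% inhibition; inconclusive means mean inhibition at least 50% but not in every replicate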
esBAF inh – inhibitors of esBAF chromatin remodeling in mouse ES cells; Bmi1-luciferase knock-in reporter, 24 h; 100% = twice the neutral-well signal; reporter increase, % at 12.5 µM; 2% of 350,000 active; AID 602393; in the data active means activation above about 40%; inconclusive means no clear call, values can overlap the other calls;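 further: 0% = median of the plate's neutral control wells and 100% = double that signal; a rise in the Bmi1 reporter signal indicates esBAF inhibition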
Casp6 inh – inhibitors of human caspase-6. purified caspase-6, Z-VEID-R110 cleavage fluorescence. P55212. inhibition, % at 12.5 µM. 0.53% of 350,000 active. AID 686996;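 active means mean inhibition across replicates at least about 35%, with every replicate also reaching that limit, limit read from the data; inconclusive means only one of the two criteria met; inactive means neither criterion met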;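 further: 0% = median of neutral control wells and 100% = no fluorescence left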
Target sequence (P55212 24-179 limits assumed): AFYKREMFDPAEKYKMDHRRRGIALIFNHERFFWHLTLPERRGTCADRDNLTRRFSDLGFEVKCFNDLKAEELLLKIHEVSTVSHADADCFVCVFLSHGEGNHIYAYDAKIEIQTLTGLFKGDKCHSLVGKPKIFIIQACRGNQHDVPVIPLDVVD
Target sequence (P55212 194-293 limits assumed): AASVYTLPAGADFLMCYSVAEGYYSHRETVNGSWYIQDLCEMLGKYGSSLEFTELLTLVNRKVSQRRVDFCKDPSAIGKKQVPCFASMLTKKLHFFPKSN
E-selectin induc – induces E-selectin expression in human endothelial cells; HUVEC E-selectin immunofluorescence imaging; normalized: neutral wells 0, TNF-alpha wells 100; activation, % at 7.58 µM; 0.37% of 260,000 active;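 active means mean E-selectin-positive cell signal at least 10% of the positive control, reached in at least 60% of replicates, without over 20% cell loss; inconclusive means no rule given, readout overlaps actives, possibly toxicity-flagged; inactive means the rest, including those meeting only one limit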;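 further: in these data hits start at about 27%; measured in HUVEC primary endothelial cells; signal is the percent of cells scored E-selectin positive by PE staining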
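Test system: HUVEC | Signal: Immunofluorescence imaging | Read-out: Percent E-selectin-positive cells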
ARNT TACC3 PPI – disruptors of human ARNT/TACC3 interaction; Q9Y6A5; AlphaScreen His-ARNT PAS-B/GST-TACC3 binding, luminescence; TACC3 fragment carries E629A point mutation; inhibition, % at 9.99 µM; 0.66% of 390,000 active; AID 623870;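 active means mean inhibition of replicates at least 50% and at least half of replicates each reaching 50%; inconclusive means half or more replicates reach 50% but mean below 50%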;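 further: 0% = complete ARNT plus TACC3 wells and 100% = ARNT alone without TACC3; many hits fall short of the cut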
RAD54 inh – RAD54 (human) branch migration inhibition. 0.14% of 360,000 active. inhibition, % at 10.4 µM. Q92698. RAD54 Holliday junction branch migration, FAM/BHQ fluorescence;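 active means mean normalized replicate activity at least 40 and at least half of replicates scoring 40 or more; inconclusive means only one of the two criteria met; inactive means mean below 40 and under half of replicates reaching 40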;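 further: 0% = median of neutral control wells and 100% = median of positive control wells; inhibitors cause a drop in the FAM fluorescence signal; in these data hits start at about 50%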
Target sequence (Q92698 whole entry, looked up): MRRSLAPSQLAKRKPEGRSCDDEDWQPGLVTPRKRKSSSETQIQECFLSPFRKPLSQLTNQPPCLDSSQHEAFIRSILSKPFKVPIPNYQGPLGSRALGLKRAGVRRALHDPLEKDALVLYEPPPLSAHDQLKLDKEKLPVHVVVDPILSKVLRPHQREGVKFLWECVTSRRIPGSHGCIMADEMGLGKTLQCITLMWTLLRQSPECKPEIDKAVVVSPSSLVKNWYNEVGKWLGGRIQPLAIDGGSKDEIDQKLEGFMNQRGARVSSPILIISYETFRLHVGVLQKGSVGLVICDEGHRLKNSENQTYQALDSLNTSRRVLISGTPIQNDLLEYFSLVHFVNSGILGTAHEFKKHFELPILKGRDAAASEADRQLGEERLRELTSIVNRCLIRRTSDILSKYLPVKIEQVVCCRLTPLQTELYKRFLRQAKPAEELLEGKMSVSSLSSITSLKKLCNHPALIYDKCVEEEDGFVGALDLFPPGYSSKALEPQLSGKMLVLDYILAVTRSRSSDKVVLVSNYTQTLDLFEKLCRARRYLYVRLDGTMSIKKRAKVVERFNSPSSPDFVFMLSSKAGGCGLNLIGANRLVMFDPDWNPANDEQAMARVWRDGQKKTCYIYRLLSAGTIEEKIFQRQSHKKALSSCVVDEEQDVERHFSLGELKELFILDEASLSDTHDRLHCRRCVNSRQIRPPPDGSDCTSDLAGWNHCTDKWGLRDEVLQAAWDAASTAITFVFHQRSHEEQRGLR
ERp5 block – inhibitors of human ERp5; ERp5 insulin aggregation, absorbance 650 nm, 90 min; Q15084; 0.05% of 350,000 active; inhibition, % at 9.99 µM;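 active means mean replicate inhibition above about 25%, with every replicate also reaching it, limit read from the data, passing the limit was not always enough; inconclusive means only one of those two criteria met; inactive means neither criterion met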
The depositor's hits bear a star; i = inactive; ? = inconclusive; / = no result given; & = joins results of further samples. No enrichment for hits. Share with any hit: about 3.2%.

Under each structure: PglD DTNB	RAD52 anneal inh	esBAF inh	Casp6 inh	E-selectin induc	ARNT TACC3 PPI	RAD54 inh	ERp5 block
- CCCN(Cc1cc2ccc(C)cc2[nH]c1=O)C(=O)c1cccnc1
  -4.2	/	-7.1	/	/	-0.3	-9.7	/
- O=C(N/N=C/c1sc(=O)n(-c2ccccc2)c1Cl)c1ccncc1
  /	-70.4	/	12.5	/	8.2	/	1.6
- O=C(c1cccnc1Cl)N1CCOCC1
  /	-2.4	/	0.5	-0.8	/	/	0.7
- COc1ccc(C(CC(=O)Nc2cc(C)ccn2)N2Cc3ccccc3C2=O)cc1 (centres undefined)
  6.0	-20.7	-8.9	2.3	0.3	-0.5	-12.4	7.5
- COc1ccc(/C=N/NC(=O)c2ccc3c(c2)OCCO3)c(OC)c1
  5.9	-35.2	4.7	1.4	0.2	-0.9	-8.8	8.5
- O=C(Nc1ccc(Cl)cc1)c1cc2c(cc1O)[nH]c1ccccc12
  -3.4	-12.1	-23.2	-2.0	-0.1	-0.6	-8.1	3.8
- COc1cccc(CNC(=O)Cn2ccc3cc(S(=O)(=O)N4CCCC4)ccc32)c1
  6.1	-7.9	8.0	-3.7	/	10.2	-10.9	-6.5
- Cc1nc(N2CCN(C)CC2)c2c(C)c(C(=O)Nc3ccc(C)c(F)c3)sc2n1
  3.8	/	0.4	/	/	4.8	10.1	/
- Cc1cc(C)n2nc(SCc3nnc(-c4ccccc4Br)o3)nc2n1
  -11.1	-11.5	7.0	-3.9	3.1	-1.8	-9.9	0.3
- COC(=O)[C@@H]1[C@@H](CO)[C@@H]2Cn3c(ccc(-c4cccnc4)c3=O)[C@@H]2N1Cc1cccc(F)c1
  2.2	5.8	-6.7	0.1	-0.1	-0.2	-1.3	1.9
- CC(NC(=O)COc1ccccc1)C(=O)OCC(=O)c1cc2ccccc2o1 (centres undefined)
  4.2	/	0.9	/	/	-6.6	3.0	/
- O=c1[nH]c(=O)n(C2C[C@H](O)[C@@H](CO)O2)cc1C(F)(F)F (some centres undefined)
  1.6	-5.2	-40.2	/	0.7	-2.4	-5.4	-2.0
- CCOC(=O)N1CCN(c2c(N3CCN(c4ccc(F)cc4)CC3)c(=O)c2=O)CC1
  4.6	-5.5	-1.2	0.5	0.6	-7.6	0.3	6.1
- COCCNC(=O)C1(C)CCCN(CCOc2ccc(Cl)cc2)C1 (centres undefined)
  1.2	-7.8	-4.7	-3.6	0.8	/	-14.2	2.7
- O=S1(=O)NC(=NCC(c2ccco2)N2CCCCC2)c2ccccc21 (centres undefined)
  -1.3	-8.1	4.4	-4.0	/	8.2	-6.0	1.0

Under each structure: PglD DTNB	RAD52 anneal inh	esBAF inh	Casp6 inh	E-selectin induc	ARNT TACC3 PPI	RAD54 inh	ERp5 block
- O=C(Nc1ccc(N2CCOCC2)cc1)c1csc([C@H]2C[C@H](O)[C@@H](CO)O2)n1
  2.1	5.8	1.7	-0.8	0.8	/	-1.2	2.5
- O=S(=O)(CC(CN1CCCCC1)N1CCCCC1)c1ccccc1 (centres undefined)
  4.8	-15.2	-12.2	-11.0	/	24.7	-2.2	7.7
- C/C=C/c1cnc2c(c1)C(=O)N([C@@H](C)CO)C[C@@H](C)[C@H](CN(C)Cc1cccc(C(=O)O)c1)O2
  -2.4	6.5	0.3	-1.2	0.5	-1.8	8.5	3.7
- COc1ccc(S(=O)(=O)Nc2ccc3c(c2)C(=O)N([C@@H](C)CO)C[C@@H](C)[C@@H](CN(C)Cc2ccccc2)O3)cc1
  6.0	19.6	-4.6	/	-0.1	-4.5	6.6	-0.3
- O=C1NN(c2cccc(Br)c2)C(=O)/C1=C\c1ccc(N2CCOCC2)cc1
  5.6	/	3.2	/	/	-10.9	-2.9	/
- O=c1c(Cl)cc(Cl)nn1-c1ccccc1
  /	-11.9	/	3.0	9.2	-12.8	/	-3.1
- COc1cccc(NC(=O)c2ccccc2NC(=O)c2ccncc2)c1
  -6.3	-12.9	25.6	1.1	7.4	-2.6	0.1	-0.9
- C[C@H](NC(=O)C[C@@H]1CC[C@H](NC(=O)C2CCC2)[C@H](CO)O1)c1ccccc1
  -1.3	1.5	-2.4	-3.6	0.1	11.5	1.0	-4.9
- Cc1ccc(S(=O)(=O)N2CC3(O)CN(C(=O)OC(C)C)N(C(=O)OC(C)C)CC3(OC(=O)NCc3ccccc3)C2)cc1 (centres undefined)
  2.1	-10.1	-2.4	-1.5	2.5	/	-2.6	1.7
- CC(C)C#Cc1ccc2c(c1)O[C@@H](CN(C)C(=O)Nc1ccccc1)[C@@H](C)CN([C@@H](C)CO)S2(=O)=O
  2.9	10.8	-2.6	2.6	/	17.7	-5.5	-1.2
- CC(C)Sc1nnc([C@H](Cc2ccccc2)NC(=O)OC(C)(C)C)o1
  1.2	-9.3	/	0.8	/	10.9	0.0	0.1
- Cc1nc(Sc2nnnn2C)c2c3c(sc2n1)CCC3
  -0.2	/	6.8	/	/	-1.2	-7.7	/
- C[C@@H]1CN([C@@H](C)CO)C(=O)c2cccc(NC(=O)c3cnccn3)c2O[C@@H]1CN(C)CC1CCCCC1
  -1.3	-14.5	-3.3	-3.2	-0.4	/	9.3	2.7
- Cc1cc(=O)oc2cc(OC(C)C(=O)Nc3nccs3)ccc12 (centres undefined)
  2.5	/	9.8	/	?	-3.6	3.3	/
- OC[C@@H]1Nc2ccc(C#Cc3ccccc3)cc2[C@H]2[C@@H]1CCN2Cc1nccs1
  -0.3	/	10.1	/	3.6	10.1	4.6	/

Under each structure: PglD DTNB	RAD52 anneal inh	esBAF inh	Casp6 inh	E-selectin induc	ARNT TACC3 PPI	RAD54 inh	ERp5 block
- O=C(Cn1cc(C(F)(F)F)cc(Cl)c1=O)Nc1cccc(Cl)c1
  /	-9.8	/	-0.2	7.6	1.7	/	5.2
- O=C(Nc1ccccc1)C1=C[C@H](c2ccc(Br)cc2)C[C@H](OCc2ccc(CO)cc2)O1
  1.0&-3.9	-1.2&-54.9	0.8	1.7&-2.5	0.3	-6.0&-4.2	2.4&4.9	2.0&-2.2
- CCNC(=O)C[C@@H]1CC[C@H](NC(=O)C2CCC2)[C@H](CO)O1
  -3.7	-7.1	4.9	1.9	0.0	7.1	-2.9	-1.3
- COCCn1c(C)cc(C(=O)COC(=O)c2[nH]c(C)c(C(C)=O)c2C)c1C
  -0.7	-5.7	-23.8	1.9	-1.5	-3.6	-13.4	-0.5
- COc1ccc(S(=O)(=O)Nc2ncccc2C)c2ccccc12
  0.1	2.0	24.5	0.0	/	-31.0	-5.0	0.3
- CCOC(=O)c1cc(NC(=O)c2ccccc2)c(=O)oc1-c1ccccc1
  -5.5	/	8.6	/	/	11.2	-0.6	/
- O=C(c1ccc(NS(=O)(=O)c2ccccc2)cc1)N1CCCCCC1
  0.5	-16.2	2.5	-2.9	-0.2	2.4	-10.3	6.3
- O=C(CC1(O)C(=O)Nc2ccccc21)c1ccccc1O (centres undefined)
  -0.2	/	-4.1	/	/	-5.7	2.6	/
- CCCCN1C(=O)C(=O)N(CC(=O)Nc2ccc(C(N)=O)cc2)C1=O
  1.4	-18.7	-4.6	-4.8	/	/	10.8	-0.8
- Cc1nn(CC(=O)N2CCc3ccccc3C2)c(C)c1[N+](=O)[O-]
  /	-2.2	/	-1.5	-0.1	1.9	/	-1.2
- O=C(Nc1cc(Cl)ccc1O)c1snnc1-c1ccccc1
  -2.0	/	-14.8	/	/	3.0	6.8	/
- CCO[C@@H]1OC(C(=O)N2CCOCC2)=C[C@H](C)[C@H]1CCCO
  -1.7	-13.0	-1.2	-0.3	-0.2	-6.8	9.9	2.4
- Cc1ccc(NC(=O)C2CCN(S(=O)(=O)c3ccc4c(c3)CCCC(=O)N4)CC2)c(Br)c1
  7.1	-2.6	4.1	3.4	/	-2.5	2.4	/
- Nc1nc(N)nc(-c2cc([N+](=O)[O-])ccc2O)n1
  -6.3	-43.5	-4.3	2.7	/	-2.2	12.2	-6.6
- CC(Sc1ccccc1)C(=O)Nc1cccc(N(C)S(C)(=O)=O)c1 (centres undefined)
  -2.6	/	-9.5	/	/	-4.2	-7.3	/

Under each structure: PglD DTNB	RAD52 anneal inh	esBAF inh	Casp6 inh	E-selectin induc	ARNT TACC3 PPI	RAD54 inh	ERp5 block
- COc1ccc(C(=O)NNC(=O)c2ccc3ccccc3c2)cc1
  -2.9	4.9	-1.6	-0.3	-2.0	-4.8	4.1	1.1
- Cc1ccc(Nc2nc(C)cc(C)c2C#N)c(C)c1
  -6.3	0.4	-5.6	-0.3	0.1	/	2.6	-10.1
- COc1ccccc1NC(=O)NC1(C)CCS(=O)(=O)C1 (centres undefined)
  /	-13.5	-0.7	0.1	0.1	-4.4	/	3.4
- Cc1cc(C)nc(N2CCC(C(=O)N3CCN(c4cc(Cl)ccc4C)CC3)CC2)n1
  -0.3	/	7.0	/	/	1.4	6.4	/
- CS(=O)(=O)Nc1ccc2c(c1)[C@H]1C[C@@H](CC(=O)NCC3CC3)O[C@@H](CO)[C@H]1O2
  -0.2	2.9	5.3	-2.2	0.3	-0.3	23.3	1.9
- O=C(N[C@H]1CC[C@@H](CC(=O)N2CCN(c3ccccc3)CC2)O[C@@H]1CO)c1ccncc1
  2.3	-0.7	1.9	0.9	-0.6	-5.1	9.6	2.0
- CCCn1c(NC(=O)C2CCN(C(=O)c3ccc(F)cc3)CC2)nc2ccccc21
  3.7	-45.2	1.7	3.4	/	4.0	1.2	-1.8
- CN(C(=O)COC(=O)CSc1ccc(C(N)=O)cc1[N+](=O)[O-])C1CCCCC1
  0.3	-3.4	-4.3	1.2	1.4	2.1	0.3	-4.6
- C[n+]1cc(C(=O)N2CCCCC2)ccc1/C=C/c1c[nH]c2ccccc12
  /	i	/	-10.6	/	5.2	/	10.0
- Cc1ccc(N2C(=O)CC3(CCCC3)CC2=O)cc1
  /	-7.8	/	-0.3	/	4.2	/	-1.8
- O=C(c1cccc(F)c1)N1CC(=O)N2[C@H](CO)[C@@H](c3ccc(-c4ccccc4F)cc3)[C@@H]2C1
  /	1.4	/	2.1	0.1	/	/	-0.6
- c1ccc(Oc2cnc3ccccc3n2)cc1
  -3.3	/	1.8	/	/	-1.2	-5.7	/
- CN(CC(=O)Nc1ccccc1C(F)(F)F)C(=O)c1ccc(N2C(=O)CCC2=O)cc1
  -1.4	-6.5	2.6	4.4	2.6	-4.5	-0.3	-3.2
- COc1ccc(-c2nc(C#N)c(N3CCCCCC3)o2)cc1
  1.9	/	2.0	/	/	27.4	-5.8	/
- CCOc1ccc(N2C(=O)CC(n3ccc(C)n3)C2=O)cc1 (centres undefined)
  12.1	/	-6.8	/	/	-3.8	4.4	/

Under each structure: PglD DTNB	RAD52 anneal inh	esBAF inh	Casp6 inh	E-selectin induc	ARNT TACC3 PPI	RAD54 inh	ERp5 block
- COc1cc(C(=O)N2CCN(C/C=C/c3ccccc3)CC2)cc(OC)c1C
  3.6	-21.1	0.5	4.6	/	14.5	-2.6	-2.0
- O=C(CSc1n[nH]c(=O)[nH]c1=O)NC1CC1
  /	-0.1	/	-1.1	/	-4.6	/	-6.3
- O=C(CN1C(=O)NC2(CCCCC2)C1=O)NCc1ccc2c(c1)OCO2
  -5.1	-11.2	12.1	1.6	/	-5.0	1.0	-5.5
- Cc1cccc(OCc2nnc(N)s2)c1
  5.2	-13.0	-0.8	-2.3	/	-1.1	-3.0	6.6
- Cc1cc(C)nc(NS(=O)(=O)c2ccc(NS(=O)(=O)c3ccsc3)cc2)n1
  0.7	-7.5	-4.6	-4.7	-0.2	/	-5.9	0.7
- CCOC(=O)C1=NN(C(=O)COc2ccccc2)C(O)(c2ccc(Br)cc2)C1 (centres undefined)
  /	-4.4	/	3.4	/	-11.5	/	-12.2
- COc1ccccc1CC(=O)Nc1ccc(NC(=O)c2cccs2)cc1
  4.2	-7.9	11.9	-1.0	0.5	-5.1	3.6	-3.7
